PI5P4K alpha inh: PI5P4K alpha (human) kinase inhibition; P48426; PI5P4Kalpha enzyme, ADP-Glo luminescence, 60 min; stronger effect = lower value; max response, %; 1.2% of 330,000 active; AID 652105; active = max response of -50% or lower; inconclusive = between -30% and -50%; inactive = -30% or higher; note: value at the top dose of about 77 µM; % is set by controls: 0 for no effect and ±100 for the full control effect
Target sequence (P48426 whole entry, looked up): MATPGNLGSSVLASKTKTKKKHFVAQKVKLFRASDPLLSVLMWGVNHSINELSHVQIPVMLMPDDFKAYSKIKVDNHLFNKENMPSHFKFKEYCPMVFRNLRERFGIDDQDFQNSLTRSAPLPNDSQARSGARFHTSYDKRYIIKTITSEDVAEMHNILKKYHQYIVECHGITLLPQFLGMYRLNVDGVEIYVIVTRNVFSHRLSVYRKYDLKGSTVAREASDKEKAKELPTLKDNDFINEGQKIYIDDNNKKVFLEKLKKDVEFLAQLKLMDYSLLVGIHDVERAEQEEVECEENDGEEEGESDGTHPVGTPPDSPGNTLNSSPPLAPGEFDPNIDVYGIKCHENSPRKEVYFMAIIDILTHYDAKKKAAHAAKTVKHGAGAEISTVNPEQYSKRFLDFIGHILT
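Enzyme plus substrate dispensed, test compounds pinned in, then ATP (5 microM final) added. After 60 min at RT, ADP-Glo reagent 1 for 45 min and reagent 2 for 30 min preceded luminescence imaging.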
IL2 activator: activators of IL-2; activation, % (series mostly up to about 46 µM); IL-2 activation reporter assay, cell-based qHTS; stimulated with anti-CD3/CD4/CD28 beads; in transgenic mouse T cells; 0.065% of 360,000 active; in the data active = activation above about 50%; inconclusive = mostly about 30% to 49%; note: 0% is about no effect
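Unstimulated transgenic mouse T cells preincubated 60 min with compound, then stimulated with anti-CD3/anti-CD4-coated beads plus anti-CD28 for 18 h at 37 degrees C. IL-2 response read as EGFP and DsRed fluorescence by plate cytometry.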
GLP1R cytotox: cytotoxic in the GLP-1 receptor inverse agonist counter-screen; 0.13% of 410,000 active; Potency, µM (top dose mostly 38.3 µM), for inactives: at the highest dose activity change, negative = inhibition, most hits filed as inhibitors; AID 624418; HEK293 cAMP-luciferase reporter cells, luminescence, 24 h;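 note: loss of luciferase light is scored as toxicity; potency is the fitted concentration of half-maximal effect; % is set by controls: 0 for no effect and ±100 for the full control effect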
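Compound-treated cells are incubated 24 hr at 37 deg C under 5% CO2 after a 12 hour attachment period, then luciferase detection reagent is added and luminescence is measured following 12 min at room temperature; lowered signal indicates toxicity.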
EPAC1 antag: blocks human EPAC1 exchange factor; O95398; AID 720709; EPAC1 GEF assay, Rap1b-BODIPY-GDP exchange fluorescence; Potency, µM (titrated, usually from 115 µM), without a hit: at the highest dose activity change, negative = inhibition, hits mostly inhibitors; 0.14% of 360,000 active;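 note: potency is the fitted concentration of half-maximal effect; plate controls were vehicle for no effect and positive control for full effect; nearly all actives have a fitted effect of over 50% in size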
EPAC1 agonist: EPAC1 (human) agonism; O95398; EPAC1 agonist qHTS, biochemical assay; response scale: 100% = response to 6.5 mM cAMP; Potency, µM (top dose mostly 154 µM), for the others: top-dose activation, usual class: activators; 0.073% of 360,000 active; AID 720707; note: potency is the fitted concentration of half-maximal effect; nearly all actives have a fitted effect of over 60% in size
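Fluorescent GDP-exchange assay: 100 nM EPAC1 with 250 nM Rap1B preloaded with BODIPY-GDP and 50 uM GDP; compounds tested as concentration series, 5 min at room temperature, then read every 5 min for 30 min (ex 480/em 540 nm); normalized to 6.5 mM cAMP.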
PLK1 PBD inh: blocks phosphopeptide binding to human PLK1 polo-box domain. P53350. Plk1 PBD binding of FITC phosphopeptide, fluorescence polarization. Potency, µM, for inactives: max response, negative = inhibition, hits mostly inhibitors. 2.8% of 360,000 active; note: potency is the fitted concentration of half-maximal effect; series mostly up to about 57 µM; % is set by controls: 0 for no effect and ±100 for the full control effect; nearly all actives have a fitted effect of over 65% in size
Target sequence (P53350 whole entry, looked up, the tested form may be a part): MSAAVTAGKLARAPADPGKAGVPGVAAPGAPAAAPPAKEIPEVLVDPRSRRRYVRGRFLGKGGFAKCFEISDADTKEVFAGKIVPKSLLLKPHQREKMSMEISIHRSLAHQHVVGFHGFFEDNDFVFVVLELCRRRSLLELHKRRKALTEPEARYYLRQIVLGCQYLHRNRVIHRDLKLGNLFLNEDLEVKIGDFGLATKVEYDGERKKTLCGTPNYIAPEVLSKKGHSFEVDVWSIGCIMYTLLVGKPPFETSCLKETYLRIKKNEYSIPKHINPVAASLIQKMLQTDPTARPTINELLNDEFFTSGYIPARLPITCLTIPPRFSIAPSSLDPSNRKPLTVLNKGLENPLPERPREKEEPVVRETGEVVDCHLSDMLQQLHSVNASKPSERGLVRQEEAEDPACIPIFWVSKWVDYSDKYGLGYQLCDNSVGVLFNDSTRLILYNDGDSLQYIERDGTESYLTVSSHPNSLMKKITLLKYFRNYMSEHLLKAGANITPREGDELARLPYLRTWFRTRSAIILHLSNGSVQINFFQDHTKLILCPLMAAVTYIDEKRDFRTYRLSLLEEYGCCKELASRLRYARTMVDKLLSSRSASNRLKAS
GLP-1R inv ag: inverse agonists of human GLP-1 receptor. HEK293 GLP-1R CRE-luciferase, luminescence, 24 h; GLP-1R form is constitutively active. P43220. 1.6% of 410,000 active. Potency, µM (series often up to 38.3 µM), for the others: at the highest dose activity change, negative = inhibition, actives largely listed as inhibitors; note: potency is the fitted concentration of half-maximal effect; % is set by controls: 0 for no effect and ±100 for the full control effect; nearly all actives have a fitted effect of over 55% in size
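Assay principle: reduced luminescence from a cAMP-responsive reporter in HEK293 cells co-expressing a constitutively active GLP-1R. Conditions: 24 hr compound incubation, 37 deg C, 5% CO2.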
PTHR1 ag: agonists of human PTHR1 parathyroid hormone receptor; HEK293 GP2 PTHR1 cells, GloSensor cAMP luminescence, 1 h; Potency, µM (series often up to 115 µM), inactives show at the highest dose activation, actives largely listed as activators; 0.075% of 410,000 active; note: potency is the fitted concentration of half-maximal effect; nearly all actives have a fitted effect of over 55% in size; some results filed as inactive show a strong effect at the top dose; inactives centre near -15; many of its hits are not listed in these tables
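HEK-293-derived GP2 cells expressing PTHR1 and a GloSensor cAMP reporter, 3,000/well, plated overnight, given luciferin plus IBMX (each 0.5 mM as added) for 1 h at 37 °C, then compound for 1 h at 37 °C. Luminescence was read after 15 min at room temperature.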
GLP-1R agonist: agonists of human GLP-1 receptor | AID 624172 | HEK293 GLP-1R CRE-luciferase, luminescence, 4-6 h; cells express a hypersensitive GLP-1R form | Potency, µM (doses to about 45.6 µM), for the others: at the top dose activation, usual class: activators | P43220 | 0.007% of 380,000 active; note: potency is the fitted concentration of half-maximal effect; % of control where 0% means no effect
* hit, by the source's call; i = inactive; ? = inconclusive; nt = not tested or not shown; & = joins results of further samples; [ ] = remark or other dose. Unless noted, calls come from the whole dose curve; as a rule, active = well fitted curve in the direction sought with a large enough effect; inconclusive = small, poorly fitted or top-dose-only effect, or another doubt; inactive = no such curve, though single readings can be large; an effect the other way counts as inactive or inconclusive. Some of the compounds tested (hit frequency here may not be typical).

SMILES	PI5P4K alpha inh	IL2 activator	GLP1R cytotox	EPAC1 antag	EPAC1 agonist	PLK1 PBD inh	GLP-1R inv ag	PTHR1 ag	GLP-1R agonist
COC(=O)c1[nH]c2ccc(C)cc2c1NS(=O)(=O)c1ccc(F)c(C)c1	4.2	-0.1	-2.7%	-11.3%	-3.3%	-5.2%	10µM*	i	4.3%
CC(C)OC(=O)c1cccc(C(=O)Oc2ccccc2)n1	nt	-0.7	-4.4%	0.4%	0.0%	-6.9%	9.4%	?	-4.0%
O=C(NC1=NCCS1)c1cc(-c2cccnc2)nc2ccccc12	-9.4	-0.9	9.6%[7.66 µM]	-10.1%	-7.7%	-2.4%	5.8%[7.66 µM]	-17.5%	1.0%
CN1CCC(NC(=O)Cc2c(F)cccc2Cl)CC1	5.3	1.4	23.6%	-20.1%	-4.7%	-7.8%	12.0%	-24.1%	3.2%
CC(C)(C)c1ccc2oc(=O)cc(-c3cccc(-c4ccc(C(F)(F)F)cc4)c3)c2c1	4.1	0.1	3.9%	-1.4%	-5.2%	-10.0%	7.7%	-12.7%	7.4%
CCN(CC)C(=O)c1ccccc1NS(C)(=O)=O	-12.6	0.8	12.4%	5.2%	13.3%	?	10.4%	-6.3%	-0.8%
Cc1cc(C(=O)CSc2nc(N)cc(=O)[nH]2)c(C)n1-c1ccc(OC(F)F)cc1	-27.4	-1.1	5.2%[7.66 µM]	6.3%	4.9%	6.5%	0.7%[7.66 µM]	-54.2%[inhibitor]	3.6%
O=C(Nc1ccnn1C1CCN(C(=O)c2cc(Cl)ccc2F)CC1)C1CCOC1 (stereo not given)	-0.6	-0.1	7.5%	8.3%	8.0%	-2.4%	0.8%	6.7%	4.4%
COC(=O)c1ccc(SCC(=O)NC2CCCC2)c([N+](=O)[O-])c1	-6.2	-2.2	-4.7%	4.8%	-0.7%	-3.2%	22.3%	i	4.1%
CCc1n[nH]c(=S)n1/N=C/c1ccc(NC(C)=O)cc1	1.1	0.2	1.1%	15.4%	-0.3%	?	2.5%	-20.1%	0.2%
COc1ccc(-c2noc(N3CCC(C(=O)NCCCN4CCCCC4)CC3)n2)cc1	1.7	-3.8	-16.2%	6.5%	-8.1%	-3.2%	?	-10.9%	-3.0%
COc1cc2nc(CN3CCN(S(=O)(=O)c4ccccc4)CC3)[nH]c(=O)c2cc1OC	7.6	-2.0	-3.2%	4.6%	9.7%	-1.1%	4.5%	i	-2.7%
COc1ccc(C2CC(c3ccccc3)=NN2C(=O)CCC(=O)O)cc1 (stereo not given)	0.7	0.7	4.2%	2.9%	9.2%	-13.6%	5.9%	1.9%	8.8%
O=C1NC(O)CCN1C1CC(O)C(CO)O1 (stereo not given)	-0.1	0.7	-7.3%	-2.4%	3.4%	-1.6%	16.9%	i	-0.2%
Cc1cc(C)c(-c2nc3ccccc3s2)[nH]1	17.4	-0.7	24.9%	-20.0%	-4.4%	-5.9%	-11.8%	-11.2%	6.3%
O=C(NCCc1nc(-c2ccc(F)cc2)no1)c1ccc(F)cc1	-10.1	0.6	-2.9%	6.2%	-22.2%	-4.6%	11.5%	-29.4%	-3.6%
COc1ccc(CCNc2ncnc3c2[nH]c2cc(OC)c(OC)cc23)cc1OC	-5.0	-6.5	4.9%	-12.9%	3.3%	1.0%	-24.3%	-15.3%	10.7%
O=C(Nc1cccnc1)c1ccc2c(c1)C(=O)N(CC1CCCO1)C2=O (stereo not given)	0.5	0.6	-15.1%	8.3%	5.6%	-1.8%	7.5%	-30.6%[inhibitor]	-5.2%
CCOC(=O)C(C)Oc1ccc(C2NC(=O)NC(C)=C2C(=O)Nc2ccccc2C)cc1 (stereo not given)	nt	0.0	-13.9%	2.5%	-1.3%	-1.1%	0.0%	i	-12.0%
CC/C(Cc1ccccc1)=N/NC(=O)c1cccc(Br)c1	1.9	1.2	-8.9%	8.1%	-1.9%	5.7%	-9.4%	8.2%	2.5%
CCN(C(=O)COC(=O)c1cc(NS(=O)(=O)c2ccc(Cl)c([N+](=O)[O-])c2)ccc1O)C1CCCCC1	6.8	0.3	-18.0%	-12.8%	8.5%	-11.2%	?	-26.1%	-1.1%
Nc1nc(N2CCN(C/C=C/c3ccccc3)CC2)nc2ccccc12	-21.5	3.2	-20.6%	-0.6%	0.9%	26.7µM*	?	-2.2%	2.9%
Cc1ccc(-c2ccc([C@H]3[C@H]4C=CC[C@@H](C)[C@@H]4C(=O)N3Cc3ccccc3)c(F)c2)cc1	12.2	-0.7	39.1%[activator]	-16.9%	-15.3%	-9.2%	-27.7%	-45.8%[inhibitor]	1.5%
Fc1cc(F)cc(NC(=S)Nc2ccccc2N2CCOCC2)c1	-2.4	-4.3	-2.4%	-1.5%	1.4%	-23.0%	-3.9%	-12.0%	15.0%
O=C(CN1CCN(Cc2ccccc2)CC1)NNC(=O)c1ccc(Cl)cc1	2.4	0.2	-1.4%	22.7%	6.6%	-16.0%	1.5%	-4.9%	19.2%

Structural class: the compounds so far with a nitro group on carbon
SMILES	PI5P4K alpha inh	IL2 activator	GLP1R cytotox	EPAC1 antag	EPAC1 agonist	PLK1 PBD inh	GLP-1R inv ag	PTHR1 ag	GLP-1R agonist
COC(=O)c1ccc(SCC(=O)NC2CCCC2)c([N+](=O)[O-])c1	-6.2	-2.2	-4.7%	4.8%	-0.7%	-3.2%	22.3%	i	4.1%
CCN(C(=O)COC(=O)c1cc(NS(=O)(=O)c2ccc(Cl)c([N+](=O)[O-])c2)ccc1O)C1CCCCC1	6.8	0.3	-18.0%	-12.8%	8.5%	-11.2%	?	-26.1%	-1.1%

(next part)
SMILES	PI5P4K alpha inh	IL2 activator	GLP1R cytotox	EPAC1 antag	EPAC1 agonist	PLK1 PBD inh	GLP-1R inv ag	PTHR1 ag	GLP-1R agonist
CCc1ccccc1NC(=O)CN(c1ccc(OC)cc1OC)S(=O)(=O)c1ccccc1[N+](=O)[O-]	2.0	-3.6	-3.1%	-7.8%	13.5%	-1.4%	?	i	7.4%
COc1ccccc1C(=O)Nc1ccnn1C1CCN(Cc2csc(C(C)=O)c2)CC1	5.1	-2.5	-9.4%	-3.3%	3.8%	-17.0%	-4.4%	i	2.7%
S=C(NCc1ccccc1)NNc1ccccc1	3.5	-5.8	8.91µM*	-3.8%	-13.5%	?	10µM*	i	0.8%
Cc1ccc(S(=O)(=O)NC2CCCc3ccccc32)cc1C (stereo not given)	9.6	-2.1	-4.2%	-12.9%	9.6%	-2.2%	5.01µM*	-8.1%[57.5 µM]	1.8%
CCOc1ccc(NC(=O)COC(=O)Cc2ccsc2)cc1	2.9	0.2	-15.5%	4.8%	3.3%	-4.9%	13.4%	-2.2%	1.7%
Cc1ccc(C)c(N(CC(=O)Nc2ccccc2C(=O)NCc2ccco2)S(=O)(=O)c2ccccc2)c1	9.5	-3.9	8.2%	-24.3%	19.6%	-9.1%	?	i	-10.7%
CC(/C=N/NC(=O)c1ccccn1)=C\c1ccco1	-7.8	0.8	7.6%	-12.6%	3.5%	-11.5%	-0.8%	-55.4%[inhibitor]	1.0%
O=C(Nc1cc(S(=O)(=O)N2CCCC2)ccc1OCC(F)(F)F)c1ccccc1F	-3.7	-4.3	-4.9%	-15.0%	-7.2%	-23.7%	0.0%	i	0.0%
CCCCCCCCNc1ccccc1S(=O)(=O)NCc1ccccc1	19.2	-0.7	1.2%	?	-29.5%	-5.5%	?	-7.7%	-0.8%
COc1ccccc1N(CC(=O)NC(C)(C)C)C(=O)c1ccc(Cl)nc1	2.3	-4.2	-0.9%	-0.1%	7.4%	-16.0%	2.3%	-3.0%	-7.5%
COc1ccc(C(=O)Nc2cnn(Cc3c(F)cccc3Cl)c2)cc1OC	8.6	1.0	?	0.3%	-3.2%	3.5%	-28.4%	-20.4%	8.9%
CC1CCCCC1N1CCN(C(=O)c2cccc(F)c2)CC1 (stereo not given)	-6.2	-0.3	-12.9%	-1.4%	8.7%	-4.9%	2.4%	i	17.4%
COCc1cc(C(C)=O)ccc1OC	1.4	0.6	0.3%	5.2%	1.1%	1.9%	10.2%	i	6.8%
CN(C(=O)CSc1nnc(COc2ccccc2F)n1N)C1CCCCC1	0.6	4.1	-9.8%	-8.3%	5.2%	-9.8%	-10.2%	i	1.2%
O=S(=O)(NC1CCCCC1NCc1ccco1)c1ccc(Cl)cc1 (stereo not given)	nt	-1.8	6.7%	1.2%	9.4%	-7.1%	-16.8%	?	-2.0%
CCN1C(=O)[C@H]2[C@@H](c3ccc(-c4ccccc4)cc3)N[C@@](Cc3ccccc3)(C(=O)OC)[C@H]2C1=O	7.3	-1.7	-11.8%	2.5%	-18.3%	-0.6%	-17.8%	-8.5%	-1.8%
Fc1ccc(NC(=S)Nc2nccs2)cc1	0.5	0.1	?	-0.9%	4.2%	?	?	-37.6%	9.6%
COCCN(C(=O)COC(=O)COc1ccc2ccccc2c1)c1c(N)n(Cc2ccccc2)c(=O)[nH]c1=O	4.7	-4.9	-13.7%	7.5%	-0.7%	-0.6%	2.2%	-18.8%	-12.0%
COc1ccc(C(=O)Nc2ccc(S(=O)(=O)Nc3onc(C)c3C)cc2)cc1OC	0.4	-0.7	-12.2%	-11.3%	1.6%	-12.9%	11.6%	-17.5%[57.5 µM]	0.2%
CC1C2Cn3c(nc4ccccc43)C1N(C(C)C)O2 (stereo not given)	3.7	0.8	8.3%	4.6%	-13.4%	-1.9%	13.2%	-12.8%	-3.6%
CS(=O)(=O)N1CCc2cc(NC(=O)c3ccc(Cl)cc3Cl)ccc21	-3.7	-0.7	-3.1%	20.7%	15.2%	-1.8%	-10.5%	-28.8%	12.8%
O=C1[C@H](Cc2ccccc2)NCC=CC[C@@H](c2ccco2)N1Cc1ccccc1	2.7	-4.3	9.7%	-14.1%	-4.1%	-8.7%	-26.9%	-31.8%[inhibitor]	10.6%
O=C(CN(C(=O)Cn1nnc(-c2cccs2)n1)c1ccc2c(c1)OCCO2)NC1CCCCC1	nt	0.5	-15.8%	9.5%	5.6%	2.7%&-5.6%	-11.6%	i	-3.8%
O=C(/C=C/c1ccc(OCc2c(F)cccc2Cl)cc1)N1CCOCC1	3.0	1.0	-17.4%	-26.1%	14.9%	-12.5%	?	-24.2%	16.7%

Source: PubChem BioAssay
